# SENP1 FRET inh = SENP1 (human) catalytic domain inhibition. Q9P0U3. recombinant SENP1 catalytic domain, CyPet-SUMO1-YPet FRET cleavage. inhibition, % at 10 µM. 0.21% of 360,000 active;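 active = inhibition at least 30% at 10 µM, raw YFP signal under a set limit, fluorescence ratio 0.5 to 1.5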;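 note: 0% = enzyme with DMSO and 100% = no enzyme wells; some results filed as inactive read as strong as hits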
# Target sequence (Q9P0U3 419-644 limits assumed): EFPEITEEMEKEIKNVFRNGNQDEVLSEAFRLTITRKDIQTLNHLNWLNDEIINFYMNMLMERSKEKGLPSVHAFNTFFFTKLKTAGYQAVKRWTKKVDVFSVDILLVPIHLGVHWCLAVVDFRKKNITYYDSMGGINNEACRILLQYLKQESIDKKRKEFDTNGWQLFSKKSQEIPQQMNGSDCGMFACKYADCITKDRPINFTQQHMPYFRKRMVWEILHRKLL
#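 Test system: hSENP1 catalytic domain, recombinant; Amount: 20 pM final SENP1 enzyme; Medium: Tris pH 8 buffer plus EDTA, NaCl, BME, BSA, NP40, catalase; Schedule: 50 min enzyme reaction, room temperature, light-protected; Technique: FRET fluorescence in CFP and YFP emission channels; Controls: no-enzyme wells low, DMSO-plus-enzyme wells high control.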
# Apaf1 inhib = inhibitors of human Apaf-1 apoptosome; O14727; reconstituted apoptosome caspase-3 activity, DEVD-Rh110 fluorescence; inhibition, % at 20 µM; 0.71% of 330,000 active; AID 489030; active = inhibition of at least 40% at 20 µM;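 note: plate controls were DMSO wells for no effect and DEVD-CHO caspase inhibitor wells for full effect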
#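 Material: reconstituted apoptosome with Apaf-1, cytochrome c, caspase-9, procaspase-3, dATP / Buffer or medium: pH 7.5 Hepes buffer with CHAPS, BSA, DTT / Also added: cytochrome c with DEVD-Rh110 / Schedule: compound with Apaf-1, dATP, procaspase-3 30 min, then 50 min reaction, room temperature / Technique: rhodamine 110 fluorescence at Ex 480/Em 540 nm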
# SENP7 inh = inhibitors of human SENP7 protease; recombinant SENP7, Z-RLRGG-aminoluciferin luminescence, 40 min; AID 434973; inhibition, % at 5 µM; 1.5% of 330,000 active; Q9BQF6;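 active = inhibition above about 50% at the single test dose, limit read from the data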;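 note: plate controls were DMSO with enzyme for no effect and no enzyme buffer wells for full effect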
# Target sequence (Q9BQF6 706-1050 limits assumed): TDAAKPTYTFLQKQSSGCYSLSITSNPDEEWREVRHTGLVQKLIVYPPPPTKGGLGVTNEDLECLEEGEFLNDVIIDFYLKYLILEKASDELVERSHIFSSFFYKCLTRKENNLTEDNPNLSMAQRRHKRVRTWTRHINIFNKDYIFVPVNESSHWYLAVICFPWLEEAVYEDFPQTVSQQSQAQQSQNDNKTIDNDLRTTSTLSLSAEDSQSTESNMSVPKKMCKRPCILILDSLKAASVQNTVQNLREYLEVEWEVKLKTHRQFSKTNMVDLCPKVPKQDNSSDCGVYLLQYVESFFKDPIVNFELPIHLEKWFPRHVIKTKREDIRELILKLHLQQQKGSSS
# UBC13 polyUb = inhibitors of human UBC13 polyubiquitin chain formation. P61088. TR-FRET. inhibition, % at 20 µM. 0.47% of 330,000 active. AID 485273; in the data active = inhibition above about 45%, passing the limit was not always enough; inconclusive = no clear call, values can overlap the other calls
# APOBEC3G inh = APOBEC3G (human) deaminase inhibition. AID 493012. recombinant A3G, ssDNA deamination FAM/TAMRA fluorescence. Q9HC16. inhibition, % at 20 µM. 0.28% of 330,000 active;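 active = inhibition of at least 40% at 20 µM, with no more than 30% in the related APOBEC3A deaminase screen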;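 note: plate controls were DMSO wells with A3G for no effect and wells lacking A3G enzyme for full effect; some compounds called inactive have numbers as strong as hits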
# SENP8 block-1 = inhibitors of human SENP8 protease | Q96LD8 | AID 602440 | recombinant SENP8, Nedd8 substrate fluorescence | 0.64% of 360,000 active | inhibition, % at 20 µM; in the data active = inhibition mostly above about 40%, no sharp cut-off; inactive = mostly below about 27%
# SENP8 block-2 = SENP8 protease inhibition; Q96LD8; 1.2% of 330,000 active; purified SENP8, Z-RLRGG-aminoluciferin cleavage, luminescence; inhibition, % at 10 µM; AID 2540; in the data active = inhibition above about 50%
# SENP6 block = SENP6 protease inhibition; Q9GZR1; 1.8% of 330,000 active; inhibition, % at 10 µM; Recombinant SENP6 catalytic domain, aminoluciferin luminescence;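 active = inhibition above about 50% at the single tested dose, limit read from the data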;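 note: plate controls were DMSO wells with enzyme for no effect and DMSO wells lacking enzyme for full effect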
# Target sequence (Q9GZR1 628-1112 limits assumed): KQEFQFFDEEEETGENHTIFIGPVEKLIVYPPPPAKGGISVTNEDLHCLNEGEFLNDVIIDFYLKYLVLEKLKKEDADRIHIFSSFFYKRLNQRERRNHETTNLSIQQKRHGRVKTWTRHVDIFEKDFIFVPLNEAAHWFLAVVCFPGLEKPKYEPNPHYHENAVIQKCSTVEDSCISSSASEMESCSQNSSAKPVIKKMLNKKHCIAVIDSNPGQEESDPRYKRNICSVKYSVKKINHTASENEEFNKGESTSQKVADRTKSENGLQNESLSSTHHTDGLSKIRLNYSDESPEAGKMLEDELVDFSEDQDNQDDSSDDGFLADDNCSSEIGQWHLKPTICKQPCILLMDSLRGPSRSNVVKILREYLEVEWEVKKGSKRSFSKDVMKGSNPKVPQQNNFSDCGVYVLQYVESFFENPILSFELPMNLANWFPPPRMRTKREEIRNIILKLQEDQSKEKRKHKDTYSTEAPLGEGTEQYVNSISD
# An asterisk follows results filed as active; i = inactive; ? = inconclusive; / = no result given. An unsorted share of the library; any-hit rate near 3.6%.
no.	Structure	SENP1 FRET inh	Apaf1 inhib	SENP7 inh	UBC13 polyUb	APOBEC3G inh	SENP8 block-1	SENP8 block-2	SENP6 block
1	COC(=O)c1ccc(Cl)c(NS(=O)(=O)c2ccc3c(c2)OCCO3)c1	2	5	-5	10	-3	-280	-4	-6
2	O=C(OCC(=O)N1CCN(C(=O)c2ccco2)CC1)c1ccccc1O	0	-1	3	8	-4	0	5	-8
3	c1ccc(CNC2=NCCCC2)cc1	2	2	14	-7	-4	19	-2	-4
4	Cc1cc(C(=O)N/N=C/c2ccc3c(c2)OCO3)c(C)n1-c1ccc(F)cc1	-3	-1	5	-21	-1	-36	3	10
5	CC(C)C[C@H](NC(=O)NCCC1=CCCCC1)C(=O)O	2	-9	-1	-7	-6	14	-8	-8
6	O=C(COC(=O)c1cc[n+]([O-])cc1)NCCc1ccc(Cl)cc1Cl	-5	-15	2	-2	-5	-16	-1	-5
7	COC(=O)c1cn(NC(=O)C2CCCO2)c(=O)c2ccccc12 (stereo unspecified)	0	-7	-1	-8	-3	12	-14	-7
8	COc1ccc(CN2CCN(CCC(C)C)C(CCO)C2)cc1Cn1cncn1 (stereo unspecified)	1	-7	2	8	-1	13	-2	4
9	O=C(CCn1c(=O)[nH]c2ccccc2c1=O)NCCSCc1ccccc1	3	-18	2	12	-11	1	6	7
10	COC(=O)c1ccccc1NC(=O)N1CCCC1	1	-17	1	9	-6	-198	1	5
11	OC(CNCCC(c1ccccc1)c1ccccc1)COc1ccccc1 (stereo unspecified)	1	3	6	19	-2	19	0	-5
12	NS(=O)(=O)c1ccc(CNC(=O)c2cc(-c3ccccc3)nc3ccccc23)cc1	0	-9	5	-4	3	1	-2	-13

# Continuation.
no.	Structure	SENP1 FRET inh	Apaf1 inhib	SENP7 inh	UBC13 polyUb	APOBEC3G inh	SENP8 block-1	SENP8 block-2	SENP6 block
13	C=CCNc1nc(-c2c(C)nc3ncccn23)cs1	2	4	12	-3	-3	-32	-7	-11
14	COc1cccc(C(c2c(NC(=O)c3ccccc3)sc(C)c2C)N2CCN(C)CC2)c1 (stereo unspecified)	2	24	1	18	2	-54	-5	-9
15	CCN(CCCNC(=O)c1cc2c(-c3cccc(OC)c3)nn(C)c2s1)Cc1ccccc1	1	7	-8	49*	-10	-224	-13	-1
16	c1cncc(-c2nc3c(ccc4ccccc43)[nH]2)c1	-12	-7	-4	0	-3	-303	-4	-12
17	COc1ccc(-c2cc3ccccc3nc2N)cc1OC	0	4	-3	13	-6	-306	-11	-12
18	CCOC1OC(=O)C(Cl)=C1Nc1ccc(C)cc1 (stereo unspecified)	0	1	-10	6	-10	10	-7	-17
19	COc1ccc(N2C(=O)CSCC2=O)cc1OC	0	2	1	3	-1	11	6	2
20	Cc1nc(CNS(=O)(=O)c2cc([N+](=O)[O-])ccc2C)cs1	3	-15	6	9	-4	20	-1	-5
21	C[C@@H]1COC(=O)[C@H](Cc2ccc(F)cc2)C/C=C\C[C@@H](CC(=O)N[C@H](CO)Cc2ccccc2)C(=O)N1	4	2	-6	-2	-3	4	-2	4
22	CCn1c(C)cc(O)cc1=O	3	-18	-1	1	-1	7	7	-16
23	CC(=O)CC(=O)Nc1ccccc1NC(C)=O	0	0	-9	-8	-2	36	-4	-21
24	CC(C)Nc1nc(NC(C)C)nc(NS(=O)(=O)c2ccc(N)cc2)n1	3	-10	-4	-5	-7	7	-12	-14

# The results go on:
no.	Structure	SENP1 FRET inh	Apaf1 inhib	SENP7 inh	UBC13 polyUb	APOBEC3G inh	SENP8 block-1	SENP8 block-2	SENP6 block
25	O=C(c1ccc(-n2cncn2)c([N+](=O)[O-])c1)N1CCN(S(=O)(=O)c2ccccc2Br)CC1	1	-4	-8	0	-10	28	-4	-18
26	N=C1/C(=C\c2ccc(SCc3ccco3)o2)C(=O)N=C2SC=NN12	-18	14	3	-35	82	13	4	-17
27	O=C1C=C(c2ccc(OC(F)(F)F)cc2)C[C@@H](c2ccc(F)cc2)C1	1	54*	7	-3	-2	22	-3	-1
28	FC(F)(F)c1nnc(-c2ccccc2)nc1Oc1ccc(Cl)cc1Cl	6	6	-11	-10	-8	18	-14	-18
29	CCC1CCCCN1C(=O)COC(=O)CN(C)S(=O)(=O)c1ccc(NC(C)=O)cc1 (stereo unspecified)	1	-2	3	-2	0	2	5	1
30	Cn1nc(C(=O)OCC(=O)NCCc2ccccc2)c2ccccc2c1=O	-1	7	-9	-6	7	7	7	-7
31	O=c1c(Cc2ccc(Cl)cc2Cl)c(O)ccn1CCCN1CCOCC1	1	-11	0	1	-16	-4	1	-20
32	Cc1nc2ccccc2nc1SCC(=O)N1CCC(C)CC1	0	13	7	?	-3	10	2	1
33	CCCCc1nc2cc(C(=O)NC(C)c3cnn(C)c3)ccc2o1 (stereo unspecified)	-2	-2	15	-6	-4	2	2	-6
34	c1ccc(C2CC3CC(c4ccccc4)N2O3)cc1 (stereo unspecified)	2	-16	1	4	1	17	3	-9
35	COc1cccc(C(=O)N2CCN(Cc3cn[nH]c3-c3ccc(F)cc3F)CC2)c1	0	13	-5	0	-8	-3	-2	2
36	CN(C)CCN(C(=O)c1ccccc1Cl)c1nc2c(Cl)cccc2s1	1	-8	-5	7	-4	11	3	4

# The listing continues.
no.	Structure	SENP1 FRET inh	Apaf1 inhib	SENP7 inh	UBC13 polyUb	APOBEC3G inh	SENP8 block-1	SENP8 block-2	SENP6 block
37	Cc1cc(O)c(/C=N/Nc2ccccc2)c(=O)o1	3	-11	5	2	1	-36	-6	16
38	CNC(=O)c1cc2cc(OC)ccc2oc1=O	-60	-20	1	17	-3	-274	8	14
39	CN(C)c1nc(Oc2ccc(C(=O)OCC(=O)Nc3ccccc3)cc2)nc(N(C)C)n1	3	13	-1	0	2	8	4	14
40	Cc1cccc(NC(=O)c2ccc(NCCO)c([N+](=O)[O-])c2)n1	2	-9	-15	-36	-5	35	-13	-7
41	C=CC[C@@H](CC(=O)N(CCO)Cc1ccccc1)C(=O)N[C@@H](COC(=O)[C@@H](CC=C)Cc1ccc(F)cc1)Cc1ccccc1	2	34	5	-21	-1	8	4	13
42	Cc1ccccc1C1=NC(C(F)(F)F)(C(F)(F)F)c2c(n(C)c(=O)n(C)c2=O)N1	2	2	3	0	-6	-24	1	-13
43	COCCCNC(=O)c1ccc(Cn2c(=O)c3ccccc3n(CC(=O)NCCc3ccc(OC)c(OC)c3)c2=O)cc1	0	-17	10	16	-7	16	5	-2
44	COc1ccc(NC(=O)C2=C(C)NC(=O)NC2c2ccccc2[N+](=O)[O-])cc1 (stereo unspecified)	0	-9	-3	-4	2	17	-3	-14
45	CC(/C=N/NC(=O)Cn1nnc(N)n1)=C\c1ccc(C(C)C)cc1	0	22	3	-6	11	14	5	1
46	CN(c1ccccc1)S(=O)(=O)c1ccc(C(=O)Nc2nccs2)cc1	2	0	-7	4	-7	10	6	3
47	CCc1ncc(C)[nH]1	/	-5	1	8	-2	/	-2	-8
48	COC(=O)Nc1ccc(S(=O)(=O)N2CCCCC2C(=O)NCc2ccco2)cc1 (stereo unspecified)	2	2	-6	-15	63*	1	-4	-4

# Remaining list, next part:
no.	Structure	SENP1 FRET inh	Apaf1 inhib	SENP7 inh	UBC13 polyUb	APOBEC3G inh	SENP8 block-1	SENP8 block-2	SENP6 block
49	CCOc1ccc(/C=N/NC(=O)CC(=O)NCc2ccccc2)cc1	1	-5	2	-1	-7	21	-2	11
50	CCC(=O)c1ccc(OC(=O)N2CCOCC2)cc1	0	5	-5	-9	8	23	-2	0
51	Cc1ccc(-c2ocnc2C(=O)Nc2ccccc2NC(=O)c2ccccn2)cc1	-1	19	7	-2	10	15	0	-5
52	O=CNCC(=O)NC1CCCCCC1	1	-4	3	0	-9	9	2	-20
53	Cc1cccc(NC(=O)C2CCCN(S(=O)(=O)c3c(C)nn(C)c3C)C2)c1 (stereo unspecified)	0	-17	9	6	-4	2	12	-10
54	CCOC(=O)C1=NN(C(=O)Cc2ccccc2)C(O)(c2ccc(Cl)cc2)C1 (stereo unspecified)	2	5	-7	9	-4	5	-2	-10
55	CCSc1nnc(NC(=O)COc2cccc3ccccc23)s1	-2	-25	1	-10	-6	7	0	-6
56	COc1cccc(C(=O)O/N=C(\N)c2ccc([N+](=O)[O-])cc2)c1OC	4	-9	24	2	-3	15	23	32
57	CC1CCN(S(=O)(=O)c2ccc3[nH]c(=O)[nH]c3c2)CC1	-1	2	-1	8	-5	2	1	-2
58	O=C(CN1C(=O)NC2NC(=O)NC21)N/N=C/c1ccc(F)cc1 (stereo unspecified)	0	-7	3	8	-10	3	-4	7
59	O=c1[nH]c2ccccc2nc1CCc1ccccc1	0	2	9	12	1	-82	-6	9
60	COc1ccc2cc3cc(C(=O)NCCCN4CCOCC4)oc3nc2c1	-2	4	-5	1	-7	i	-14	-18

# Entries above that bear a hit mark in APOBEC3G inh:
nr | SMILES | SENP1 FRET inh | SENP7 inh | UBC13 polyUb | APOBEC3G inh | SENP6 block
48 | COC(=O)Nc1ccc(S(=O)(=O)N2CCCCC2C(=O)NCc2ccco2)cc1 (stereo unspecified) | 2 | -6 | -15 | 63* | -4

# Reformatted: results already given.
# Screens in order: SENP1 FRET inh	Apaf1 inhib	SENP7 inh	UBC13 polyUb	APOBEC3G inh	SENP8 block-1	SENP8 block-2	SENP6 block
(43) COCCCNC(=O)c1ccc(Cn2c(=O)c3ccccc3n(CC(=O)NCCc3ccc(OC)c(OC)c3)c2=O)cc1
 : 0	-17	10	16	-7	16	5	-2
(44) COc1ccc(NC(=O)C2=C(C)NC(=O)NC2c2ccccc2[N+](=O)[O-])cc1 (stereo unspecified)
 : 0	-9	-3	-4	2	17	-3	-14
(45) CC(/C=N/NC(=O)Cn1nnc(N)n1)=C\c1ccc(C(C)C)cc1
 : 0	22	3	-6	11	14	5	1
(46) CN(c1ccccc1)S(=O)(=O)c1ccc(C(=O)Nc2nccs2)cc1
 : 2	0	-7	4	-7	10	6	3
(47) CCc1ncc(C)[nH]1
 : /	-5	1	8	-2	/	-2	-8
(48) COC(=O)Nc1ccc(S(=O)(=O)N2CCCCC2C(=O)NCc2ccco2)cc1 (stereo unspecified)
 : 2	2	-6	-15	63*	1	-4	-4
(49) CCOc1ccc(/C=N/NC(=O)CC(=O)NCc2ccccc2)cc1
 : 1	-5	2	-1	-7	21	-2	11
(50) CCC(=O)c1ccc(OC(=O)N2CCOCC2)cc1
 : 0	5	-5	-9	8	23	-2	0
(51) Cc1ccc(-c2ocnc2C(=O)Nc2ccccc2NC(=O)c2ccccn2)cc1
 : -1	19	7	-2	10	15	0	-5
(52) O=CNCC(=O)NC1CCCCCC1
 : 1	-4	3	0	-9	9	2	-20
(53) Cc1cccc(NC(=O)C2CCCN(S(=O)(=O)c3c(C)nn(C)c3C)C2)c1 (stereo unspecified)
 : 0	-17	9	6	-4	2	12	-10
(54) CCOC(=O)C1=NN(C(=O)Cc2ccccc2)C(O)(c2ccc(Cl)cc2)C1 (stereo unspecified)
 : 2	5	-7	9	-4	5	-2	-10
(55) CCSc1nnc(NC(=O)COc2cccc3ccccc23)s1
 : -2	-25	1	-10	-6	7	0	-6
(56) COc1cccc(C(=O)O/N=C(\N)c2ccc([N+](=O)[O-])cc2)c1OC
 : 4	-9	24	2	-3	15	23	32
(57) CC1CCN(S(=O)(=O)c2ccc3[nH]c(=O)[nH]c3c2)CC1
 : -1	2	-1	8	-5	2	1	-2
(58) O=C(CN1C(=O)NC2NC(=O)NC21)N/N=C/c1ccc(F)cc1 (stereo unspecified)
 : 0	-7	3	8	-10	3	-4	7

# Screening data as filed in PubChem BioAssay.
